M1 ag – human M1 muscarinic receptor agonists, primary screen, Fluo-8 calcium fluorescence, CHO-K1 cells, HTS; Muscarinic acetylcholine receptor M1 (Homo sapiens), P11229; CHO-K1 hM1, agonist mode; 0% DMSO, 100% acetylcholine EC100; activation, % at 3 µM; hit rate 0.33% among 360,000;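 active means activation above the run's mean compound activation plus 3 SD, cut at about 16% in these data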;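 further: peak over basal fluorescence ratio within a 140 s kinetic read after compound addition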
Target sequence (P11229 whole entry, looked up): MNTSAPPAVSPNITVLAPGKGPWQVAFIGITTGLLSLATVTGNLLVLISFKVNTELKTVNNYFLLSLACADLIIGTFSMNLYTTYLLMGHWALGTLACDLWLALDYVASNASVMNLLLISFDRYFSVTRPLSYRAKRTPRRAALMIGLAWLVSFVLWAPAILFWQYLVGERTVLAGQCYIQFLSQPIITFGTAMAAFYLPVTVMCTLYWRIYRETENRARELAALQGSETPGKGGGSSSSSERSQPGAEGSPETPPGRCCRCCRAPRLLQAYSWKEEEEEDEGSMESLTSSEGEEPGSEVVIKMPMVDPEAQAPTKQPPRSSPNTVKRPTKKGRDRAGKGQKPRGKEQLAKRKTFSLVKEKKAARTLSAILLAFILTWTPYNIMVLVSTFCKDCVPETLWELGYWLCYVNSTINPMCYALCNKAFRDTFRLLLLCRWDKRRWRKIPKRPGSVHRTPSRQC
CHRM5 agonist – human M5 muscarinic receptor agonists, primary screen, CHO-K1 cells, Fluo-8 calcium fluorescence; activation, % at 3 µM; hit rate 0.19% among 360,000; CHO-K1 hM5 cells; 0% DMSO wells, 100% maximal acetylcholine response; Muscarinic acetylcholine receptor M5 (Homo sapiens), P08912;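 active means activation above the run's mean over test compounds plus 3 SD, cut at about 23% in these data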;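 further: signal is peak over basal fluorescence ratio across the kinetic read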
CHRM1 antagonist – human M1 muscarinic receptor antagonists, primary screen, CHO-K1 cells, Fluo-8 calcium fluorescence, 1536-well. Muscarinic acetylcholine receptor M1 (Homo sapiens), P11229. CHO-K1 hM1, ACh EC80 antagonist. inhibition, % at 3 µM. hit rate 1.3% among 360,000. AID 588852, 2011;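 active means percent inhibition above its own plate's cutoff, namely the mean of that plate's compound wells plus 3 SD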;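 further: peak over basal fluorescence ratio during 140 s after agonist addition; 0% = ACh EC80 plus DMSO and 100% = DMSO alone without agonist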
M5 PAM – human M5 muscarinic receptor positive allosteric modulators, primary screen, CHO-K1 cells, Fluo-8 calcium fluorescence | CHO-K1 hM5, ACh EC20 PAM; 0% = ACh EC20, 100% = ACh EC100 | activation, % at 3 µM | hit rate 0.3% among 360,000 | AID 624038, 2012;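 active means activation above the run cutoff, the mean activation of all test compounds plus 3 SD, cut at about 18% in these data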
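system = human M5 receptor in CHO-K1 cells | compound = one concentration, 3 µM final (nominal) | schedule = Post-acetylcholine fluorescence recording 140 s | signal = Fluo-8 calcium dye fluorescence, kinetic read | benchmarks = low control EC20 acetylcholine (0%), high control EC100 acetylcholine (100%) | repeats = singlicate, one well per test compound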
M1 PAM – human M1 muscarinic receptor positive allosteric modulators, primary screen, CHO-K1 cells, Fluo-8 calcium fluorescence, 1536-well; Muscarinic acetylcholine receptor M1 (Homo sapiens), P11229; CHO-K1 hM1, ACh EC20; 0% = ACh EC20, 100% = maximal ACh; activation, % at 3 µM; hit rate 0.088% among 360,000; AID 588819, 2011; in the data active means activation above about 19%, passing the limit was not always enough
TAAR1 agonist – human TAAR1 agonists, primary screen, Fluo-8 calcium fluorescence, CHO RD-HGA16 cells; activation, % at 3 µM; hit rate 0.99% among 360,000; vehicle wells 0%, saturating PEA agonist 100%; Trace amine-associated receptor 1 (Homo sapiens), Q96RJ0;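 active means activation above the mean activation of all test compounds in the run plus 3 SD, cut at about 38% in these data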
Target sequence (Q96RJ0 whole entry, looked up): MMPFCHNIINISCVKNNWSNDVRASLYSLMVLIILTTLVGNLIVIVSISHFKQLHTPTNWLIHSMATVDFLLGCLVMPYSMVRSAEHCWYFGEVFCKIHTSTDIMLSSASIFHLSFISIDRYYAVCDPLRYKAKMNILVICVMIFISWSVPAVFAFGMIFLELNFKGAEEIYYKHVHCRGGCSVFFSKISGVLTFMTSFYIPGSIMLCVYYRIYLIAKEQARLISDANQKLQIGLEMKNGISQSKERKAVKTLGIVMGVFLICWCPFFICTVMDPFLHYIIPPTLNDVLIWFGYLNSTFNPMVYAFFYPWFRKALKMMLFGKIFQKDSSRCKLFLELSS
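System: CHO-derived RD-HGA16 cells with stable Gα16 and human TAAR1 / Times: 17-24 h plating, Fluo-8 75 min 37 °C, 30 min RT / Technique: calcium-sensitive Fluo-8 signal, excitation 470-495, emission 515-575 nm / Measure: % activation relative to PEA EC100 response / Benchmarks: DMSO and PEA EC100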
M4 ag – human M4 muscarinic receptor agonists, primary screen, CHO-K1 cells, Fluo-8 calcium fluorescence; CHO-K1 hM4/Gqi5; vehicle 0%, full acetylcholine response 100%; activation, % at 3 µM; hit rate 0.14% among 360,000; AID 624127, 2012;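 active means activation above the run mean over all test wells plus 3 SD, cut at about 32% in these data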;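 further: peak over basal fluorescence ratio per well then scaled between controls; 0% = DMSO wells and 100% = acetylcholine at EC100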
M4 antag – human M4 muscarinic receptor antagonists, primary screen, CHO cells, Fluo-8 calcium fluorescence | Muscarinic acetylcholine receptor M4 (Homo sapiens), P08173 | inhibition, % at 3 µM | CHO-hM4 cells, ACh EC80 | hit rate 0.73% among 360,000;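 active means inhibition above its plate's cutoff, the mean inhibition of sample wells plus 3 SD, cut at about 27% in these data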;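 further: 0% = acetylcholine EC80 with DMSO and 100% = DMSO without agonist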
M5 antag – human M5 muscarinic receptor antagonists, primary screen, CHO cells, Fluo-8 calcium fluorescence; inhibition, % at 3 µM; CHO-hM5 cells, ACh EC80; hit rate 0.59% among 360,000; Muscarinic acetylcholine receptor M5 (Homo sapiens), P08912;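 active means inhibition above a per-plate cutoff, the mean of that plate's test compounds plus 3 SD, cut at about 27% in these data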;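 further: 0% = acetylcholine EC80 with DMSO and 100% = DMSO without agonist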
Active calls of the source: *; x = no result given. Only part of the results is shown. The share of hits here may be higher or lower than overall.

SMILES	M1 ag	CHRM5 agonist	CHRM1 antagonist	M5 PAM	M1 PAM	TAAR1 agonist	M4 ag	M4 antag	M5 antag
COc1ccc(S(=O)(=O)N2CCOCC2)cc1NC(=O)c1cccs1	-4	0	6	-3	-6	7	1	5	14
Cc1cccc(NC(=O)CCc2ccc(N3C(N)=NC(N)=NC3(C)C)cc2)c1	-8	-3	-10	-3	1	8	0	7	9
COc1ccc(C(=O)N2CCN(S(=O)(=O)c3ccc(Cl)cc3)CC2)cc1S(=O)(=O)N1CCOCC1	-6	-2	-6	3	0	1	5	-8	4
Cc1ccc(NC(=O)CCn2c(=S)oc3ccccc32)cc1F	-8	-5	-8	-3	-1	-2	1	-15	-1
O=C(O)CSc1nnc(Cc2ccccc2)n1-c1ccccc1	-1	-4	-9	0	6	5	0	9	3
Cc1ccc(OCC(=O)Oc2c(C)cccc2C)cc1	-4	-3	-7	-2	-6	7	-1	-10	6
N#CCc1ccc(NC(=O)c2ccc(S(=O)(=O)N3CCCC3)cc2)cc1	-5	1	4	-7	-5	23	19	-3	10
COCCNC(=O)c1ccc(Cn2c(SCC(=O)NCC3CCCO3)nc3ccc(Br)cc3c2=O)cc1 (centres undefined)	-2	-4	0	-1	1	1	1	5	3
COc1ccc(CCNC(=O)c2ccccc2NS(=O)(=O)c2c(F)cccc2F)cc1	-1	-1	2	-6	-3	-2	3	-10	14
CCOC(=O)/C=C1\SCC(=O)N1CC(=O)N1CCOCC1	0	4	17	1	-2	1	0	-5	5
O=C(C[C@@H]1C/C=C/CC[C@@H](Cc2ccc(F)cc2)C(=O)O[C@H](c2ccccc2)CNC1=O)NCCO	-1	-5	-5	-23	-2	18	9	8	11
COCCCNC(=O)CN1C(=O)CSc2ccc(S(=O)(=O)N3CCOCC3)cc21	-2	-2	-7	1	5	1	-1	1	-5
CC(=O)N1c2ccc(S(=O)(=O)N3CCCC(C(=O)N4CCCC(C)C4)C3)cc2CC1C (centres undefined)	0	-1	-9	2	15	2	5	-1	9
Cn1c(=O)c2[nH]c(CCCc3ccc([N+](=O)[O-])cc3)nc2n(C)c1=O	-6	-3	19	5	-5	0	1	-1	10
O=C1OC(Cc2ccccc2)C(c2ccccc2)C1=O (centres undefined)	-4	0	-5	5	4	2	-2	-2	-6
CC(=O)Nc1ccc(S(=O)(=O)Nc2cccn(Cc3ccc(C)cc3)c2=O)cc1	-3	6	-3	-6	1	2	4	10	4
O=C(C(NS(=O)(=O)c1cccs1)c1ccccc1)N1CCN(c2ccccc2F)CC1 (centres undefined)	-1	3	-7	-4	4	7	1	9	6
CC(C)C(=O)Nc1ccc(NC(=S)NC(=O)c2ccccc2F)cc1	-3	0	-12	-6	7	2	10	-19	11
Cc1ccnc(NC(=O)c2ccc3c(c2)OCO3)c1	-2	1	-15	3	7	0	3	-5	0
COCC1CCN(C(=O)c2ccc(OC)c(OC3CCN(C(C)C)CC3)c2)CC1	-5	-9	6	-6	-1	0	1	4	25

As a short view, some entries already given:
SMILES	M1 ag	CHRM5 agonist	CHRM1 antagonist	M5 PAM	M1 PAM	TAAR1 agonist	M4 ag	M4 antag	M5 antag
O=C(C(NS(=O)(=O)c1cccs1)c1ccccc1)N1CCN(c2ccccc2F)CC1 (centres undefined)	-1	3	-7	-4	4	7	1	9	6
CC(C)C(=O)Nc1ccc(NC(=S)NC(=O)c2ccccc2F)cc1	-3	0	-12	-6	7	2	10	-19	11
Cc1ccnc(NC(=O)c2ccc3c(c2)OCO3)c1	-2	1	-15	3	7	0	3	-5	0
COCC1CCN(C(=O)c2ccc(OC)c(OC3CCN(C(C)C)CC3)c2)CC1	-5	-9	6	-6	-1	0	1	4	25

Next part:
SMILES	M1 ag	CHRM5 agonist	CHRM1 antagonist	M5 PAM	M1 PAM	TAAR1 agonist	M4 ag	M4 antag	M5 antag
COC(=O)C1(C)NC(c2ccc(O)cc2)C2C(=O)N(c3ccc(F)cc3)C(=O)C21 (centres undefined)	2	2	1	-3	8	2	1	5	3
O=C(O)c1cccc(CSc2ncn[nH]2)c1	-2	0	-5	5	2	-1	1	-5	-2
O=C(OCC(=O)N(C1CCCCC1)C1CCCCC1)c1ccncc1	-1	-2	-9	-2	2	5	4	0	3
COC(=O)c1cc(OC)c(OC)cc1NC(=O)C1CCCO1 (centres undefined)	-6	-5	0	-9	4	2	0	-1	8
N#C/C(=C/c1cn(-c2ccccc2)nc1-c1cccc(S(=O)(=O)N2CCOCC2)c1)C(=O)NCc1ccco1	-4	2	-8	-3	7	2	0	4	1
COc1ccc(S(=O)(=O)n2cnc3ccccc32)c(C)c1	-7	-1	3	-4	-3	-2	2	7	16
O=C(COc1c(Br)cc(Br)cc1Br)N/N=C/c1ccco1	-4	-4	-17	2	10	x	0	-5	-13
CCc1ccc(-c2cc(C(=O)NN3CCOCC3)c3ccccc3n2)s1	-4	3	-5	4	5	0	3	1	-2
O=C(NC[C@H]1CCCO1)c1cccc2c1C(=O)c1ccc(-c3ccc(F)cc3OCc3ccccc3)cc1S2(=O)=O	4	5	9	-20	5	19	18	22	8
COc1ccc(C(=O)Cc2cc3ccccc3oc2=O)cc1	-3	-5	-19	0	6	1	1	2	3
CC(C)c1nnc(NC(=O)CCC(=O)N2CCN(c3ccc(F)cc3)CC2)s1	0	-3	-16	-4	13	0	1	-5	9
O=C(CCC(=O)Nc1cccc(C(F)(F)F)c1)NCC1CCCO1 (centres undefined)	0	-2	16	-1	-9	-1	1	1	-2
CN(CC(=O)Nc1ccc(Cl)c(C(F)(F)F)c1)C(=O)Cc1n[nH]c(=O)c2ccccc12	-7	-3	6	-3	-4	14	2	11	10
C=CCNC(=S)NNC(=O)c1cccn(Cc2cccc(Cl)c2)c1=O	-6	-5	21*	-3	-21	9	1	2	10
Cc1ccc(C(=O)c2ccc(C)cc2)cc1	0	-1	-1	9	4	3	-2	-8	8
CC(NC(=O)c1cc2c(s1)CCCC2)C(C)(C)C (centres undefined)	13	9	-12	-5	2	31	0	-17	-2
C[C@@H](NC(=O)[C@@H]1CCCN1C(=O)[C@@H]1CCCN1C(=O)OC(C)(C)C)c1ccccc1	x	1	x	-5	x	6	-1	10	1
COc1ccc(CNC(=O)[C@H](C)NC(=O)C2CCN(C(=O)[C@H](CCSC)NC(=O)OC(C)(C)C)CC2)cc1	-2	1	-9	0	4	1	1	-10	-2
Cc1c(C(=O)Nc2nc3ccccc3[nH]2)oc2c(Cl)cccc12	-8	-3	3	-1	2	10	1	2	4
O=C(CSc1n[nH]c(-c2ccccc2)n1)Nc1ncccn1	-4	-1	-3	-1	11	6	1	-7	-6
Cc1nc2c(C#N)cnn2c2c1CCNN2C	-2	1	4	8	1	1	0	-7	0
COc1ccc(CN(C(=O)c2ccc3c(c2)OCCO3)C(C(=O)NC2CCCCC2)c2ccc3ncccc3c2)cc1 (centres undefined)	-3	-2	2	-3	0	1	0	-8	0
Cc1cc(S(=O)(=O)NC2CCCCC2)ccc1OCC(=O)NCc1ccccn1	2	-2	-27	2	11	12	2	1	-6
O=C(NCCc1c[nH]c2ccccc12)C(=O)NCC1OCCN1S(=O)(=O)c1ccccc1 (centres undefined)	-4	1	-8	-1	9	8	5	2	4
CN1CCC(N(C)CC(O)c2ccccc2)CC1 (centres undefined)	-3	1	-1	4	6	1	1	-3	4
O=C(C[C@H]1C[C@H](C(=O)N2CCCCC2)[C@@]2(CCc3ccccc3)c3[nH]c4cc(-c5ccco5)ccc4c3CCN2C1=O)NCCC1=CCCCC1	-4	3	-5	-5	0	x	0	-2	4
Cc1ccc(CSCCNS(=O)(=O)c2ccc([N+](=O)[O-])cc2)cc1	0	-1	12	-3	-5	10	3	-2	6
COc1ccc(S(=O)(=O)N2CCC(C(=O)NCC3CCCO3)CC2)cc1Cl (centres undefined)	-3	-2	-17	8	14	3	0	-5	-5
O=C(CCCCCn1c(=S)[nH]c2cc3c(cc2c1=O)OCO3)N1CCN(c2ccc(F)cc2)CC1	-2	-1	-9	-4	2	6	8	-11	8
O=c1[nH][nH]c(-c2ccccc2)c1C=Nc1ccc(F)cc1F	-3	2	1	8	10	4	2	-4	-3
O=C(Nc1cccc(C(=O)N2CCCC2)c1)C1CCCCC1	-3	1	-6	2	6	0	0	3	6
CCC(C)NC(=O)CN1C(=O)NC2NC(=O)NC21 (centres undefined)	-1	-5	-18	-11	17	1	0	1	18
O=S(=O)(Cc1ccccc1)N1CCn2c(nc3ccccc32)C1	-2	3	7	3	-7	1	0	-15	-2
CC1CC(C)CN(CCCSc2ccccc2)C1 (centres undefined)	-14	-8	2	1	-8	2	0	4	-7
Cc1nc(N2CCC(C)CC2)c2c(C)c(C(=O)O)sc2n1	1	3	-6	-3	11	0	0	1	3
O=C(CSc1nnc2ncccn12)Nc1cccc2ccccc12	-1	-2	-1	1	12	-1	4	-2	5
CN(Cc1ccccc1)C(=O)c1ccc(S(=O)(=O)N(C)c2ccccc2)cc1	-2	3	-4	-5	2	4	6	7	8
COc1cccc(Nc2ccc(-n3ccnc3)nn2)c1	1	-1	-9	4	11	0	0	-3	1
c1ccc(OCc2nnc3sc(-c4cccs4)nn23)cc1	0	1	6	-3	-1	6	1	10	6
CCOc1cc(/C=C2/C(=O)NN(c3cccc(Cl)c3)C2=O)ccc1O	3	0	-28	4	18	53*	1	-14	7
CC(C)CC(c1nnnn1C1CCCC1)N1CCN(C(=O)c2ccco2)CC1 (centres undefined)	1	-3	-10	-1	11	14	0	11	10
COC(=O)c1cn(NC(=O)c2cccc(OC)c2)c(=O)c2ccccc12	-4	-5	2	-5	2	2	4	-21	-14
S=C(NCc1ccc(Cl)cc1)NC1CCN(Cc2ccccc2)CC1	-4	8	11	-8	-10	51*	45*	27*	-1
CN(C(=O)COc1ccc2c(-c3ccccc3)cc(=O)oc2c1)C1CCS(=O)(=O)C1 (centres undefined)	-5	-6	10	-7	-7	2	0	17	18
O=C(CSCc1c(Cl)cccc1Cl)Nc1ccccc1C(=O)N1CCOCC1	-2	2	-5	-6	11	0	5	5	2
Cc1n[nH]c(C)c1S(=O)(=O)NCCc1ccc(Cl)cc1	-3	-2	10	-1	-5	35	0	-7	-11
CC(C)(C)/C(COc1ccccc1[N+](=O)[O-])=N/O	-5	-6	1	4	3	1	0	-10	2
CC(=O)Nc1ccc(-c2ccnc3c2CC(C)(C(=O)NCc2ccc(F)c(F)c2)O3)cc1 (centres undefined)	-4	2	-13	5	11	-2	1	6	1
Cc1ccc(N(CC(=O)NC2CCCCC2C)S(=O)(=O)c2c(C)nn(C)c2C)cc1 (centres undefined)	-2	-5	2	-2	1	0	2	-10	-6
